NPYLR7 agonist = agonists of mosquito NPYLR7 receptor, primary screen, cell-based, Aedes aegypti, calcium fluorescence, mosquito biting behavior; activation, % at 10 µM; hit rate 0.15% among 270,000; HEK293T NPYLR7/Galpha15, GCaMP6s calcium fluorescence; in the data active = activation above about 40%;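 note: 0% = vehicle and 100% = reference agonist at the receptor; some compounds past the cut are filed as inactive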
hcGAS inh = Primary biochemical luminescence assay for human cyclic GMP-AMP synthase inhibitors. hit rate 0.081% among 290,000. inhibition, % at 12.5 µM. AID 1259398, 2018. Q8N884. recombinant h-cGAS, ATP depletion, Kinase-Glo luminescence;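 note: 0% = vehicle reaction and 100% = reaction without DNA for no activity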
Target sequence (Q8N884 whole entry, looked up): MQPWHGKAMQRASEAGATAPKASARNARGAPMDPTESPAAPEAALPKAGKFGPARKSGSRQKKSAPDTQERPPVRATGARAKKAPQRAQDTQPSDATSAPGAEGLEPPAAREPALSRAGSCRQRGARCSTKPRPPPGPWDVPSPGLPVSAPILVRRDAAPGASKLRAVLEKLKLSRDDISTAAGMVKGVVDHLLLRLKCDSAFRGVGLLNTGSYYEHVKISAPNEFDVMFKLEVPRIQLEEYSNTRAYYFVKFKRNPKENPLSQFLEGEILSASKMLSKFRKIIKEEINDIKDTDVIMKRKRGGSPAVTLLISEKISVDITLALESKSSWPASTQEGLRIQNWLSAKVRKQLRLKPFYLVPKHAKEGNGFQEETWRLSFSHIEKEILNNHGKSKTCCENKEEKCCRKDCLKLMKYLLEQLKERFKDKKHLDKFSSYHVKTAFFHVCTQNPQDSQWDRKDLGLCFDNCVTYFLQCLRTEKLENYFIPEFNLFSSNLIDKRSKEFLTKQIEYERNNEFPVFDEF
mcGAS inh = cyclic GMP-AMP synthase inhibitors, mouse, primary biochemical chemiluminescence. Q8C6L5. recombinant cGAS, Kinase-Glo ATP depletion luminescence. inhibition, % at 12.5 µM. hit rate 0.15% among 160,000;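 note: 0% = negative control wells and 100% = reference inhibitor with no enzyme activity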
Starred values were filed as active, the others as inactive; nt = not tested or not shown. Cut-off read from the data, not from the text of the source, unless noted: active = inhibition above about 40%; inactive = the rest. The order is random; 0.29% or so of the library scored in one or more.

entry | mol | hcGAS inh | NPYLR7 agonist | mcGAS inh
1 | Cc1cc(-c2ccccc2)nc2cc(C(=O)NC(C)(C)C)nn12 | -2.4 | -8.8 | -7.9
2 | Cc1ccc(-n2c(C)nn(CN3CCN(c4ccccc4O)CC3)c2=S)cc1 | -6.3 | -1.1 | nt
3 | Cc1cccc(-n2c(=O)c3ccccc3n(C(C)C(=O)Nc3ccc(F)cc3)c2=O)c1C (stereo not given) | -8.3 | 18.7 | -4.9
4 | COc1ccc(OC)c(/C=C2/N=C(c3cc(Cl)ccc3OC)OC2=O)c1 | -4.3 | -1.3 | -4.9
5 | NC(=O)c1nnc2n1CCN(C(=O)/C=C/c1ccccc1)C2 | -5.5 | 6.7 | nt
6 | COc1cccc(CN(Cc2nc(C(=O)NCc3ccncc3)co2)CC2CC2)c1 | 8.1 | -11.2 | 3.9
7 | CCOc1ccc(S(=O)(=O)NC(=O)c2cc(C(C)(C)C)[nH]n2)cc1 | 3.4 | -1.0 | nt
8 | CS(=O)(=O)Oc1ccc(CN(Cc2ccccc2)C(=O)c2ccc(C(F)(F)F)cc2)cc1 | -2.3 | 1.7 | -3.9
9 | CCC(Sc1nc2c(c(=O)n1-c1ccccc1)SCC2)C(=O)OC (stereo not given) | -7.7 | -3.6 | nt
10 | C=CCN(Cc1nccn1Cc1ccc(OC)cc1)C(=O)CC(C)C | -7.3 | 18.0 | -4.1
11 | COc1ccc(NC(=O)c2cc3cc(OC)ccc3oc2=O)c(OC)c1 | -7.2 | -5.3 | nt
12 | CCCCc1cnc2c(c1SCC(=O)Nc1ccc(C)c(Cl)c1)c(=O)n(C)c(=O)n2C | -12.1 | 7.2 | -11.8
13 | CCOC(=O)c1cnc2[nH]c3ccccc3n2c1=O | -6.2 | 28.3 | nt
14 | COC(=O)c1ccc(N2C(=O)CC(N3CCC(C(N)=O)CC3)C2=O)cc1 (stereo not given) | -2.0 | 3.4 | -5.7
15 | Cn1c(SCc2cn3cc(Cl)ccc3n2)nc2ccccc21 | -2.9 | -9.6 | nt
16 | CCc1nc2ccc(C(=O)N(C)C(C)C)cn2c1N(CC)CCOC | -4.1 | -4.8 | -1.9
17 | CC1C(=O)N(c2cccc(F)c2)CCN1C(=O)Nc1cccc(Cl)c1 (stereo not given) | -7.4 | 1.1 | -6.3
18 | CCN(Cc1nccn1C)C(=O)c1ccc(-c2ccc3c(c2)OCCO3)nc1 | -1.9 | 17.6 | nt
19 | O=C(NCCCn1ccnc1)c1noc2c1CCCC2 | -2.1 | 0.4 | nt
20 | O=C(c1cc2ccccc2[nH]1)N1CCCC(c2nc(-c3cccnc3)ncc2-c2ccccc2F)C1 (stereo not given) | -9.4 | 19.2 | -12.0
21 | CCCCN1C(=O)Cc2c1nc(N)c1c(N)nc(N(CCC)CCC)c(C#N)c21 | -11.7 | 3.3 | nt
22 | N#Cc1cccnc1N1CCC(C(=O)NCC2CCCO2)CC1 (stereo not given) | -4.8 | -3.2 | -4.8
23 | CCCCCc1ccc(C(=O)N2CCN(c3nc(C)nc(C)c3Cc3ccc([N+](=O)[O-])cc3)CC2)cc1 | -7.9 | nt | -7.2
24 | O=C(NC1CCN(c2c(F)cccc2F)C1=O)C1=CCCCO1 (stereo not given) | 2.6 | 2.6 | nt
25 | Cn1cc(CNCC2CCN(c3ncc(C(=O)NO)cn3)CC2)c2ccccc21 | -7.0 | -2.8 | -10.7

Next section (three carried over from the part before).
entry | mol | hcGAS inh | NPYLR7 agonist | mcGAS inh
23 | CCCCCc1ccc(C(=O)N2CCN(c3nc(C)nc(C)c3Cc3ccc([N+](=O)[O-])cc3)CC2)cc1 | -7.9 | nt | -7.2
24 | O=C(NC1CCN(c2c(F)cccc2F)C1=O)C1=CCCCO1 (stereo not given) | 2.6 | 2.6 | nt
25 | Cn1cc(CNCC2CCN(c3ncc(C(=O)NO)cn3)CC2)c2ccccc21 | -7.0 | -2.8 | -10.7
26 | Cc1nonc1CN(C)C(=O)C1CCN(c2nc(-c3ccccc3)nc3c2CCC3)CC1 | -7.8 | -6.1 | -2.2
27 | N#Cc1cccc(C(=O)N2CCC(n3c(=O)oc4ccc(Cl)cc43)CC2)c1 | -3.5 | 20.2 | -7.1
28 | O=C(C=Cc1ccsc1)N1CCN(S(=O)(=O)c2cc(F)ccc2F)CC1 | -5.2 | 24.0 | nt
29 | COc1ccc(-c2nc3ccccn3c2NC2CCCCC2)cc1OC | -2.2 | -8.4 | -2.9
30 | CC(C)(C)C(=O)Nc1ccc(Oc2cccc(C#N)c2)nc1 | -1.7 | -5.2 | nt
31 | CC(C)C1CN(C(=O)CCCc2cn[nH]c2)CCC(=O)N1CC1CC1 (stereo not given) | -3.6 | 3.7 | -13.3
32 | N#Cc1cnn(C(=O)Cn2cccc(C(F)(F)F)c2=O)c1N | -16.1 | -6.5 | nt
33 | CC(C)c1ccccc1OCC(=O)Nc1nccs1 | 0.9 | 15.0 | nt
34 | COc1ccc(-n2c(CCC(=O)NCc3ccccn3)ccc2-c2ccc(Cl)cc2)cc1 | -1.7 | 1.9 | -8.7
35 | CC(CNC(=O)N(C)C1CCOCC1)c1c(Cl)cccc1Cl (stereo not given) | -4.2 | 7.8 | nt
36 | O=C(CCn1cncn1)Nc1ccccc1C(=O)n1cnc2ccccc21 | -5.5 | 3.8 | nt
37 | COCc1ncc(CN2CCN(c3nc(C)cnc3C)CC2)cn1 | 1.8 | 5.1 | -10.2
38 | Cc1nn(C)c(C)c1CN(C(=O)c1ccc(-n2cc(NC(=O)c3cccnc3)cn2)cc1)C1CC1 | -11.1 | 12.9 | -12.9
39 | N#Cc1c(Cl)nsc1NCCN1CCCCCC1=O | -6.0 | 1.2 | -0.7
40 | Cc1c(C(=O)NCc2cccc([N+](=O)[O-])c2)sc(=O)n1CCc1ccccc1 | -3.8 | 4.2 | nt
41 | Nc1nc(SCc2ccccc2CSc2n[nH]c(N)n2)n[nH]1 | 0.7 | 2.7 | nt
42 | CCc1ccc(CN(C)C(=O)c2cccc(-n3cc(NC(=O)Cc4cccc(C)c4)cn3)c2)nc1 | -7.1 | 5.0 | -10.1
43 | CCn1nnnc1SCC(=O)Nc1cc(F)ccc1C | -12.4 | 0.2 | nt
44 | CC(O)(C(=O)N1CCC(N2CCC(C(=O)NC3CC3)CC2)CC1)c1ccccc1 (stereo not given) | -4.3 | 12.2 | nt
45 | COC(=O)c1cccc(CN2C(=O)C(C)Oc3ccc([N+](=O)[O-])cc32)c1 (stereo not given) | -0.7 | 1.1 | -2.8
46 | O=C(C[n+]1cc(Br)cc2ccccc21)c1ccccc1 | -5.9 | 2.3 | nt
47 | CC(=O)Nc1sc(C)c(C)c1C(=O)OCC(=O)N1CC2(C)CC1CC(C)(C)C2 (stereo not given) | 0.2 | 1.8 | nt
48 | CC1CCN(CC2(O)CCCN(Cc3ccc(F)cc3)C2=O)CC1 (stereo not given) | -7.1 | 0.7 | nt
49 | Cc1noc(C)c1S(=O)(=O)N1CCN(C(=O)CN2CCOCC2)CC1 | -3.9 | 7.0 | nt
50 | COc1cccc(CN2CCCC(O)(CN3CCC(n4cnnc4)CC3)C2=O)c1 (stereo not given) | -5.2 | 5.8 | nt

Compound profiles, from the list above. Order of screens: hcGAS inh | NPYLR7 agonist | mcGAS inh
`Cc1noc(C)c1S(=O)(=O)N1CCN(C(=O)CN2CCOCC2)CC1` is entered as -3.9 | 7.0 | nt
`CC(C)c1ccccc1OCC(=O)Nc1nccs1` is entered as 0.9 | 15.0 | nt

The results go on.
entry | mol | hcGAS inh | NPYLR7 agonist | mcGAS inh
51 | CCN(CCn1cccn1)C(=O)CCc1nnc(CCc2ccccc2OC)o1 | -3.1 | 10.1 | -4.1
52 | O=c1c2cc([N+](=O)[O-])ccc2nc2n1CCC2 | -2.2 | 1.8 | nt
53 | Cc1ccccc1N1CCN(C2CCCN(C(=O)c3ccco3)C2)CC1 (stereo not given) | -0.6 | 12.6 | -0.5
54 | O=C(Nc1ccc(F)cc1F)N1CC(c2ccncc2)C1 | -5.3 | 21.9 | nt
55 | CC1(Cc2cccc(C#N)c2)C(=O)Nc2cc(OC(F)(F)F)ccc21 (stereo not given) | 0.5 | 1.4 | -3.1
56 | CCCc1nc(N2CCCN(C(=O)CSc3ccccc3)CC2)c2cnn(-c3ccccc3)c2n1 | 4.4 | -5.3 | 1.0
57 | CCCNC(=O)c1cc(NC(=O)Nc2ccc(C(F)(F)F)cc2)ccc1N1CCCCC1 | -5.1 | 1.3 | -3.3
58 | CC1=NN(c2ccc(S(N)(=O)=O)cc2)C(=O)/C1=C\c1ccc(N(C)C)cc1 | 0.5 | -6.7 | 0.3
59 | CC1CCN(Cc2csc(NC(=O)C3CC(=O)N(c4ccc5c(c4)OCCO5)C3)n2)CC1 (stereo not given) | -11.0 | 8.5 | nt
60 | CCN(CC1CCCN(CCc2cccc(OC)c2)C1)C(=O)c1snnc1C (stereo not given) | -4.6 | 2.1 | -6.0
61 | CN(CCc1ccccc1)C(=O)c1ccc(-c2ccc(F)c(F)c2)s1 | -11.1 | 2.1 | -10.5
62 | CN1CCN(c2ccc(NC(=O)NC3CCCCC3)cc2)CC1 | -12.1 | -18.4 | nt
63 | Cc1cccc(C)c1OCCCN(C)C(=O)CN1CCOC1=O | -2.9 | 14.1 | -16.2
64 | CCOC(C)C(=O)Nc1sccc1S(C)(=O)=O (stereo not given) | -3.0 | 1.4 | nt
65 | CCCCC(CC)C(=O)Nc1c(-c2cccc(F)c2)nc2ccccn12 (stereo not given) | -3.6 | -3.2 | -5.2
66 | O=C(CCc1ccccc1)N1CCN(CC(OCc2ccc(C(F)(F)F)cc2)c2ccc(Cl)cc2)CC1 (stereo not given) | -10.1 | nt | -7.8
67 | CCOC(=O)N1CCN(C(c2ccc(OC)c(OC)c2)c2c(O)cc(C)n(CCOC)c2=O)CC1 (stereo not given) | -7.4 | 8.6 | nt
68 | COc1cccc(CN2CCN(Cc3nc(NCc4ccc(C)o4)c4ccccc4n3)CC2=O)c1 | -5.7 | 28.8 | -12.0
69 | Cc1ccccc1C(=O)Nc1c(C)nc2sc(C)c(C)n2c1=O | -6.9 | 10.0 | nt
70 | NC1(c2noc(C3CCOC3)n2)CCCCCC1 (stereo not given) | 1.6 | -1.4 | nt
71 | O=c1c(N=Nc2ccc(I)cc2)c(-c2ccccc2)[nH]n1-c1nc(-c2ccccc2)cs1 | 24.0 | 11.3 | 5.2
72 | CC1CCCN(C(c2ccccc2)C2Sc3ncnn3C2=O)C1 (stereo not given) | -3.5 | 4.3 | -5.9
73 | O=C(O)c1cc(N2C[C@@H]3[C@H](C2)[C@H]2CC[C@@H]3O2)nc2ccccc12 | -4.8 | 6.1 | nt
74 | CC(NC(=O)C#Cc1ccccc1)C(C)(C)C (stereo not given) | -7.4 | -1.4 | nt
75 | CCOC(=O)CNC(=O)Cn1c(=O)n(-c2ccc(F)cc2)c(=O)c2oc3ccccc3c21 | -5.5 | -4.0 | -7.0
76 | Nc1ccc2oc(CCc3ccccc3)nc2c1 | -6.3 | -2.5 | -2.9
77 | Cc1cc(C)n(-c2nc(-c3ccccc3)nc3c2COC(C)(C)C3)n1 | -7.7 | -10.9 | nt
78 | COc1ccc(NC(=O)c2ccc3nc(C)c(N(C)Cc4ccc(NC(C)=O)cc4)n3c2)cc1OC | -7.1 | 14.0 | -2.7
79 | O=c1[nH]c(Cc2c[nH]c3ncccc23)nc2cc(F)c(F)cc12 | 5.9 | 2.1 | nt
80 | COc1ccc(-n2c(-c3ccccc3)cc(C(=O)N3CC(C)OC(C)C3)c2C)c(OC)c1 (stereo not given) | -18.3 | -12.4 | -5.6
81 | Cc1ccc(NC(=O)N(CCN2CCOCC2)Cc2csc(COc3cccc(C)c3)n2)cc1 | -8.8 | 11.7 | -6.7
82 | Cn1c(NC(=O)c2ccccc2)c(-c2cccs2)c(=O)c2ccccc21 | -1.6 | 0.9 | nt
83 | CCC(C)N(Cc1cccc(OS(=O)(=O)c2ccc(F)cc2)c1)C(=O)c1ccc([N+](=O)[O-])cc1 (stereo not given) | -7.1 | 7.3 | -5.0
84 | O=C(O)C(CC(=O)N1CC2CCCCC2C1)Cc1ccccc1 (stereo not given) | -3.1 | -6.0 | -8.9
85 | CN1C(=O)C(O)(CC(=O)c2cccc(N)c2)c2ccccc21 (stereo not given) | 1.0 | 12.0 | nt
86 | CC1(C)CNC2(S1)C(=O)Nc1ccc(Cl)cc12 (stereo not given) | -1.2 | 28.0 | nt
87 | CC(=O)N1CCN(S(=O)(=O)CCCOc2cccc3c2OC(C)(C)C3)CC1 | -1.7 | 12.2 | -6.6
88 | CC(C)(C)NC(=O)CN1CCCN(S(=O)(=O)c2cc(Cl)cc(Cl)c2)CC1 | -0.7 | 3.9 | -5.6

Molecules above that have a nitro group on carbon (five):
entry | mol | hcGAS inh | NPYLR7 agonist | mcGAS inh
23 | CCCCCc1ccc(C(=O)N2CCN(c3nc(C)nc(C)c3Cc3ccc([N+](=O)[O-])cc3)CC2)cc1 | -7.9 | nt | -7.2
40 | Cc1c(C(=O)NCc2cccc([N+](=O)[O-])c2)sc(=O)n1CCc1ccccc1 | -3.8 | 4.2 | nt
45 | COC(=O)c1cccc(CN2C(=O)C(C)Oc3ccc([N+](=O)[O-])cc32)c1 (stereo not given) | -0.7 | 1.1 | -2.8
52 | O=c1c2cc([N+](=O)[O-])ccc2nc2n1CCC2 | -2.2 | 1.8 | nt
83 | CCC(C)N(Cc1cccc(OS(=O)(=O)c2ccc(F)cc2)c1)C(=O)c1ccc([N+](=O)[O-])cc1 (stereo not given) | -7.1 | 7.3 | -5.0
